Source: PubChem (several laboratories)
HTR5A inv ag: inverse agonist of human HTR5A in OPRM1-OPRD1 counter-screen; HTR5A cell line, luminescence, inverse agonism; inhibition, % at 9.3 µM; 340,000 compounds, 0.083% hits; AID 504634; in the data active = inhibition mostly above about 23%, no sharp cut-off; inactive = mostly below about 18%;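 also: 0% = cells with DMSO and 100% = no-cell wells with DMSO; some compounds called inactive have numbers as strong as hits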
Pemphigus Ab inh: inhibitors of pemphigus antibody binding to human desmoglein-3; 310,000 compounds, 0.48% hits; P32926; AID 588358; binding (percent of control), % at 10 µM; DSG3-coupled beads, scFv-anti-DSG3-GFP binding, flow cytometry; stronger effect = lower value;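 active = binding more than 3 SD below its plate's average and above zero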; also: some compounds called inactive have numbers as strong as hits
PfHsp90 set2: inhibits growth of yeast expressing Plasmodium falciparum Hsp90; S. cerevisiae expressing PfHsp90, BacTiter-Glo ATP, 48 h; yeast lacking PDR1 and PDR3 efflux regulators; inhibition, % at 9.4 µM; 310,000 compounds, 0.32% hits;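 active = every replicate shows inhibition above about 80%, whatever the replicate mean, limit read from the data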;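 also: 0% = DMSO neutral controls and 100% = 20 µM radicicol positive controls; yeast relying on Plasmodium falciparum Hsp90 in place of its own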
PKA-R1A activ: PKA-R1A complex activation | P00514+P68181 | PKA-R1A dissociation, Cy5-IP20 fluorescence polarization; scaled: DMSO 0%, 113 µM cGMP 100% | activation, % at 11.4 µM | 340,000 compounds, 0.083% hits;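 active = percent activation above the mean of all tested compounds plus 3 SD, cut at about 19% in these data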;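 also: higher means more PKAc released from R1A so a rise in polarization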
OPRM1-OPRD1 inv: inverse agonists of human mu-delta opioid receptor heterodimerization; 340,000 compounds, 0.21% hits; inhibition, % at 9.3 µM; cell-based MOR-DOR heterodimer luminescence, inverse agonism; P35372+P41143; in the data active = inhibition above about 22%, passing the limit was not always enough;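 also: 0% = cells with DMSO and 100% = wells without cells with DMSO; values of inactives mirror those of a sister screen read the other way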
Target sequence (P35372 whole entry, looked up): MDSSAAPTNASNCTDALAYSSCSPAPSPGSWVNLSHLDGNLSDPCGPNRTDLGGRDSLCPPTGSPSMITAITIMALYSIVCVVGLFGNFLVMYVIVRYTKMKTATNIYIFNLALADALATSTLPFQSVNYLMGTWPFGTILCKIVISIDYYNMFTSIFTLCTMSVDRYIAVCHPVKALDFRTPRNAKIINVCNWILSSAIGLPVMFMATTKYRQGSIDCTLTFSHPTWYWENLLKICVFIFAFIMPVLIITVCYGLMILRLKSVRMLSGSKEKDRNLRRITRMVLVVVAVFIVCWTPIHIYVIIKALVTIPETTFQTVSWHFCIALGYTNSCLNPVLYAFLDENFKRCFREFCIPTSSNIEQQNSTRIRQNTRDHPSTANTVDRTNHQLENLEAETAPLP
Target sequence (P41143 whole entry, looked up): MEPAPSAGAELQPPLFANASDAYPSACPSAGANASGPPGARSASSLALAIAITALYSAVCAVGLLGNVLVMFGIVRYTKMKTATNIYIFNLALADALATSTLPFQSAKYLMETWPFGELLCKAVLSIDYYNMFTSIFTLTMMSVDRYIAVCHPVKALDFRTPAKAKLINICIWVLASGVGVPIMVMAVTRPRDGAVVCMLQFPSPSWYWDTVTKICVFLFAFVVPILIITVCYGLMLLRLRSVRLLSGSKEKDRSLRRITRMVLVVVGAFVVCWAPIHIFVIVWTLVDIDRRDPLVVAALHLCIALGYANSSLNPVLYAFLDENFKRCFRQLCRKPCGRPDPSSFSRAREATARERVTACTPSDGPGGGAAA
phage Ecoli inh: E. coli growth loss with phage present; growth absorbance; inhibition, % at 11.9 µM; 360,000 compounds, 0.26% hits; AID 651602; in the data active = inhibition above about 11%
SUMO Mot1 rescue: SUMOylation pathway inhibition by Mot1-301 growth rescue | growth rescue, % at 18.8 µM | S. cerevisiae Mot1-301 growth rescue, ATP luminescence, 38.5C; percent above DMSO median, 100 means doubled | AID 2716 | 320,000 compounds, 1% hits;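 active = every valid replicate shows activation above 250% relative to neutral control wells; inactive = the rest, any valid replicate at or below 250%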;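 also: OY570 slx delta 5 strain wells were the positive control but not used for scaling; some compounds called inactive have numbers as strong as hits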
E coli growth: counter-screen for AddAB inhibitors: E. coli growth inhibition. E. coli V3065 growth, OD600 absorbance, 18 h. inhibition, % at 11.9 µM. 330,000 compounds, 0.27% hits;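 active = inhibition above the campaign's mean inhibition across all tested compounds plus 3 SD, cut at about 9.9% in these data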;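 also: uninfected addAB+ strain grown without phage in ampicillin broth; 0% = DMSO wells and 100% = ciprofloxacin 0.95 µg/ml wells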
MOR-DOR ag: OPRM1-OPRD1 heterodimerization agonism; 340,000 compounds, 0.3% hits; P35372+P41143; cells, luminescence; activation, % at 9.3 µM; in the data active = activation above about 18%;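 also: 0% = vehicle-treated cells and 100% = reference agonist; values of inactives mirror those of a sister screen read the other way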
HTR5A ag ctr: HTR5A agonism, opioid heterodimer counter-screen. HTR5A agonist assay, luminescence, cell-based. activation, % at 9.3 µM. 340,000 compounds, 0.61% hits. AID 504692; in the data active = activation mostly above about 9.5%, no sharp cut-off; inactive = mostly below about 7.6%;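 also: 0% = cells with vehicle only and 100% = reference agonist; strong numbers were not always called active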
AddAB inh: less growth of phage-infected E. coli with AddAB | E. coli expressing H. pylori AddAB, absorbance growth | inhibition, % at 11.9 µM | 330,000 compounds, 0.29% hits | AID 435030; in the data active = inhibition above about 12%;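 also: 0% = vehicle wells of infected cells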
* marks the source's active call; other numbers are inactive results; . = not tested or not shown. No enrichment for hits. Share with any hit: about 3.2%.

SMILES | HTR5A inv ag | Pemphigus Ab inh | PfHsp90 set2 | PKA-R1A activ | OPRM1-OPRD1 inv | phage Ecoli inh | SUMO Mot1 rescue | E coli growth | MOR-DOR ag | HTR5A ag ctr | AddAB inh
CCCCC(=O)N(CCOC)c1nnc(-c2ccccc2C)s1 | 3 | 92 | -34 | -1 | -23 | 3.7 | 53 | 0.3 | 4.6 | -1 | 0.5
O=C(C[C@H]1C/C=C\CC[C@@H](Cc2ccc(F)cc2)C(=O)O[C@H](c2ccccc2)CNC1=O)N[C@H](CO)Cc1ccccc1 | 3 | 97 | -5 | -6 | 6 | -0.9 | 25 | -3.2 | -1.3 | -1 | 2.0
COc1ccccc1CNc1ncc(-c2ccccc2)n1C | 7 | 96 | -2 | -2 | 25 | 0.8 | . | . | -5.4 | -2 | .
COC(=O)c1cccc(NC(=O)C(C)N2C(=O)c3ccccc3C2=O)c1 (stereo not given) | -4 | 97 | -12 | 5 | 3 | 1.9 | -1 | -0.3 | -0.5 | -1 | 1.3
COc1ccc(O)c(-c2[nH]ncc2C(=O)c2ccccc2)c1 | -24 | 104 | 15 | 7 | 7 | 1.2 | 3 | 0.8 | -1.3 | 1 | -0.6
O=C(Cn1ccc2ccccc2c1=O)NCCC(=O)Nc1ccc(F)cc1F | 9 | 96 | 10 | -7 | 7 | 2.2 | -2 | -2.0 | -1.1 | 1 | 1.2
CCc1cccc(OC2OC(CO)C(O)C(O)C2NC(C)=O)c1 (stereo not given) | 3 | 107 | 0 | 0 | 6 | 0.6 | 0 | 2.3 | -1.2 | -1 | 1.2
COc1cccc(OCC(O)CN2CC(C)CC(C)C2)c1 (stereo not given) | 4 | 107 | -16 | -13 | 3 | 2.4 | -7 | 1.4 | -0.7 | -1 | 2.5
CCN(CC(=O)Nc1c(F)cccc1F)C(=O)Cc1n[nH]c(=O)c2ccccc12 | -11 | 100 | 17 | 1 | 11 | 3.2 | -5 | 0.4 | -2.2 | 3 | 2.6
O=C(CSc1ccc(F)cc1)NC12CC3CC(CC(C3)C1)C2 | 1 | . | 10 | -7 | -45 | -2.9 | -4 | 0.3 | 9.6 | 0 | 3.1
CCc1ccc(NC(=O)c2cc(C)on2)cc1 | -5 | 103 | . | -8 | 7 | 4.5 | 1 | 0.7 | -1.3 | -1 | 4.0
CN(CCc1ccccn1)C(=O)CCC1CCCN(C(=O)c2ccccn2)C1 (stereo not given) | 0 | 103 | 7 | 4 | 0 | 0.1 | . | 1.8 | 0.0 | 0 | 1.3
O=C(CSc1ccc(C(F)(F)F)cc1[N+](=O)[O-])Nc1ccccc1 | 9 | 102 | 25 | -8 | -44 | -0.1 | -9 | -0.4 | 7.8 | 4 | 0.6
CCCCn1c(N)c(N(CC(C)C)C(=O)c2cc3c(s2)CCCCC3)c(=O)[nH]c1=O | 2 | 99 | -8 | 5 | 8 | 0.7 | 4 | -1.6 | -1.1 | -1 | 4.4
O=C(Oc1ccccc1C(=O)Nc1ccccc1)c1ccccc1Br | -4 | 99 | -9 | -13 | 14 | 6.7 | 69 | 2.3 | -2.7 | 2 | 3.5
Cc1cc(C)cc(OCC(=O)NCC2CCCO2)c1 (stereo not given) | 11 | 127 | -3 | -4 | 21 | 0.6 | -9 | 4.3 | -4.5 | -6 | 2.6
CCn1nc(C)c(CNC(=O)c2ccc(OC3CCN(Cc4ccccn4)CC3)cc2)c1C | 12 | 103 | -1 | -7 | 2 | 1.4 | -1 | . | -0.4 | 2 | .
Cc1ccc(CSc2nc3ccccc3c(=O)n2CCCC(=O)NCc2ccco2)cc1 | 0 | . | -82 | -5 | 16 | 2.3 | 15 | 0.1 | -3.1 | 1 | 0.8
COCCC(=O)N1CCC(Oc2ccc(C(=O)N3CCCC(COC)C3)cc2)CC1 (stereo not given) | 2 | 104 | 17 | -9 | 3 | -0.6 | . | . | -0.8 | -1 | .
CCC1CCCCN1C(=O)CCc1nnc(Cc2cc(OC)ccc2OC)o1 (stereo not given) | 18 | 102 | -3 | -4 | 3 | 4.2 | -18 | -0.6 | -0.5 | -2 | 0.9
COc1cc(C(=O)NNC(=O)COc2cccc(F)c2)ccc1OCC(=O)N1CCOCC1 | 11 | 102 | 38 | -13 | 18 | 7.4 | -3 | -1.4 | -4.7 | 5 | 0.9
Cc1ccc(C(c2nnnn2CS(=O)(=O)c2ccc(C)cc2)N2CCC(C)CC2)cc1 (stereo not given) | 6 | 99 | . | -3 | 2 | 2.7 | 13 | 1.1 | -0.4 | 1 | 3.0
CC1Cc2ccccc2C(CCc2ccccc2)=N1 (stereo not given) | -14 | 117 | 14 | 11 | 3 | 0.9 | -6 | 0.4 | -0.7 | 4 | 0.2
CS(=O)(=O)N1CCC(C(=O)O)CC1 | 19 | 83 | -24 | -1 | 9 | 1.8 | -2 | 1.9 | -1.6 | 1 | -0.1

A run of entries from further up, as a working copy:
SMILES | HTR5A inv ag | Pemphigus Ab inh | PfHsp90 set2 | PKA-R1A activ | OPRM1-OPRD1 inv | phage Ecoli inh | SUMO Mot1 rescue | E coli growth | MOR-DOR ag | HTR5A ag ctr | AddAB inh
O=C(CSc1ccc(C(F)(F)F)cc1[N+](=O)[O-])Nc1ccccc1 | 9 | 102 | 25 | -8 | -44 | -0.1 | -9 | -0.4 | 7.8 | 4 | 0.6
CCCCn1c(N)c(N(CC(C)C)C(=O)c2cc3c(s2)CCCCC3)c(=O)[nH]c1=O | 2 | 99 | -8 | 5 | 8 | 0.7 | 4 | -1.6 | -1.1 | -1 | 4.4
O=C(Oc1ccccc1C(=O)Nc1ccccc1)c1ccccc1Br | -4 | 99 | -9 | -13 | 14 | 6.7 | 69 | 2.3 | -2.7 | 2 | 3.5

Other records:
SMILES | HTR5A inv ag | Pemphigus Ab inh | PfHsp90 set2 | PKA-R1A activ | OPRM1-OPRD1 inv | phage Ecoli inh | SUMO Mot1 rescue | E coli growth | MOR-DOR ag | HTR5A ag ctr | AddAB inh
COc1ccc2cc(CN(CC3CCCO3)S(=O)(=O)c3ccccc3)c(=O)[nH]c2c1 (stereo not given) | 15 | 103 | . | -2 | -5 | -0.4 | -4 | -2.3 | 0.8 | -7 | -0.4
CCN1C(=O)CC(NNC(=O)c2ccc(Cl)cc2)C1=O (stereo not given) | -2 | 95 | -11 | -4 | 9 | 1.3 | 2 | 1.8 | -1.9 | 2 | -0.1
CCCn1c(O)c(N=Nc2ccc3ccccc3n2)c2ccccc21 | 3 | 99 | -38 | 3 | -13 | 3.2 | 12 | 1.0 | 2.5 | 8 | 0.2
C=CCOc1ccc(/C=N/NC(=O)C(C)Sc2ccccn2)cc1OC (stereo not given) | 6 | 102 | 8 | 4 | 2 | 3.7 | 11 | -3.2 | -0.3 | -2 | -1.2
CC(=O)Nc1ccc(NC(=O)C(OC(=O)c2ccccc2)C(OC(=O)c2ccccc2)C(=O)O)cc1 (stereo not given) | 28 | 124 | . | -12 | -3 | 0.5 | -2 | -1.3 | 0.6 | -5 | 0.4
Cn1cccc1/C=N/NC(=O)c1ccn[nH]1 | 2 | 100 | -31 | -1 | 7 | 2.7 | 17 | 4.1 | -1.0 | -1 | 0.3
O=C(CSc1nc2ncc(Cl)cc2[nH]1)NCCc1ccc(F)cc1 | -22 | 104 | 3 | -2 | 0 | 4.3 | 4 | 1.3 | 0.1 | 2 | 2.0
CCSc1nnc(NC(=O)[C@H](C)N2C(=O)C3CC=CCC3C2=O)s1 (stereo not given in full) | 14 | 92 | 0 | -10 | 9 | 2.4 | 0 | -0.5 | -1.8 | 0 | 1.9
O=C(CN1CCc2cc3c(cc2C1)OCCCO3)Nc1ccccc1 | -17 | 103 | 3 | -10 | -1 | 2.8 | -6 | 2.2 | 0.2 | 4 | 0.5
CCOC(=O)c1c(S(=O)(=O)N2CCN(C3CCCCC3)CC2)c(C)n(C)c1C | 4 | . | -3 | -10 | 5 | -1.0 | -14 | 0.4 | -0.9 | 1 | 2.1
O=C(CCNC(=O)c1ccc(Cl)cc1)Nc1cccc(S(=O)(=O)N2CCCCCC2)c1 | -9 | 108 | -12 | -2 | 13 | 3.6 | -9 | 4.2 | -2.5 | 3 | 1.2
Cc1cccc(NC(=O)c2cc(=O)c3ccccc3o2)n1 | -5 | 100 | 9 | 2 | 8 | 2.7 | 10 | -0.2 | -1.8 | 2 | 1.0
O=Cc1cn(CC(=O)NCC2CCCO2)c2ccccc12 (stereo not given) | -26 | 100 | -17 | 7 | 7 | 2.7 | . | 1.4 | -1.2 | 0 | 5.5
Cc1ccccc1CC1(CO)CCCN(C(=O)CCC(=O)c2ccccc2)C1 (stereo not given) | -2 | 93 | 4 | 2 | -6 | -0.4 | -3 | -0.8 | 0.9 | 1 | -0.6
O=C(/C=C/c1ccc(Cl)cc1Cl)NC(=S)Nc1ccc(CN2CCOCC2)cc1 | 1 | 118 | -6 | -4 | -5 | 2.9 | -9 | 0.4 | 1.0 | -2 | 1.7
COc1ccc(NC(=S)NCCN2CCOCC2)c(OC)c1 | 0 | 102 | 12 | -5 | -3 | 2.8 | -11 | -0.1 | 0.5 | 2 | 0.2
O=C(COc1cccnc1[N+](=O)[O-])N1CCN(S(=O)(=O)c2ccccc2)CC1 | 19 | 99 | 1 | -10 | 11 | 1.1 | 50 | 1.2 | -2.1 | -5 | 0.0
C1CCCC(NC2=NCCO2)CCC1 | 8 | 96 | 0 | 8 | 14 | . | 193 | 1.3 | -2.7 | -2 | -1.1
CCC(=O)Nc1nnc(S(=O)(=O)N2CCCCCC2)s1 | -30 | 101 | 0 | 16 | 2 | 1.4 | -5 | 0.7 | -0.4 | 11 | 1.6
COC(=O)c1cc(C(=O)c2ccc(C(C)(C)C)cc2)c[nH]1 | 6 | 112 | 4 | -15 | -44 | 3.1 | 2 | -0.8 | 8.8 | 6 | 1.1
CCOc1ccc(C(=O)NNC(=O)CNC(=O)c2ccc(C)s2)cc1OC | -2 | . | -8 | 3 | 1 | 1.8 | -18 | 0.0 | -0.1 | 1 | -0.4
CCN1CCCC1CNC(=O)c1cc2c(C)nc3ccccc3c2o1 (stereo not given) | 8 | 109 | 12 | -5 | 13 | 4.3 | -2 | -1.5 | -2.5 | -1 | 0.5
O=C(COC(=O)c1ccccc1Br)Nc1cccnc1Cl | 4 | 103 | 16 | -7 | 5 | 0.6 | -3 | 1.3 | -1.2 | -2 | 0.5
Cc1ccc(-n2nnc(-c3cc4ccccc4n3C)n2)cc1 | 1 | 99 | 1 | 4 | -4 | 1.8 | 8 | 1.7 | 0.8 | 2 | 0.2
CC1=NOC2(C1)/C(=N/O)CCC/C2=N\O (stereo not given) | 16 | 105 | 36 | 1 | 12 | 1.9 | 1 | 1.7 | -2.2 | 3 | -0.3
O=C(Nc1nnc(C2=COCCO2)o1)c1cccc(C(F)(F)F)c1 | -6 | 107 | -12 | 5 | 18 | -1.7 | 44 | -4.2 | -5.5 | 1 | -5.3
O=C(Nc1ccc(C(=O)N2CCOCC2)cc1)C1CCC1 | -7 | 94 | 1 | 6 | 4 | 2.1 | . | . | -0.8 | 2 | .
Cc1cc(N/N=C/c2ccccc2)nc(N2CCOCC2)n1 | . | 111 | . | . | . | 2.2 | 12 | 0.2 | . | . | -0.3
CCCCC(=O)Nc1nn(C)c2nc3c(C)cccc3cc12 | -3 | 93 | -13 | 7 | 13 | 1.7 | 4 | -1.3 | -2.5 | 1 | 2.1
